Compound activity: PubChem BioAssay, several laboratories
Avidin fluor: compound fluoresces at 488/530 nm on avidin beads; compound fluorescence 488/530 nm, flow cytometry; stronger effect = higher value; fluorescence (KMESF) at 10 µM; 220,000 tested, 0.38% active; AID 1775; in the data active = fluorescence above about 47; note: inactives centre near 10
ABCB1 block: human ABCB1 inhibition, ABCG2 as counter-screen | CCRF-Adr cells, JC-1 efflux, flow cytometry | 190,000 tested, 0.067% active | AID 1326 | inhibition, % at 6.6 µM; in the data active = inhibition above about 40%;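 note: 0% = vehicle and 100% = reference inhibitor; higher value means more JC-1 retained so stronger ABCB1 efflux block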
ABCG2 inh: human ABCG2 inhibition, ABCB1 as counter-screen; Q9UNQ0; IgMXP3 cells, JC-1 efflux, flow cytometry; inhibition, % at 6.6 µM; 190,000 tested, 0.1% active;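 active = inhibition above 80%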;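 note: 0% = DMSO and 100% = nicardipine control wells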
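Test system: IgMXP3 (ABCG2) plus far-red-tagged CCRF-Adr (ABCB1) cells. Reagent: JC-1 dye as substrate. Timing: 10 min exposure at 25 °C with rotation, no wash. Measured by: flow cytometric JC-1 green MFI at 530 nm. Read-out: percent efflux inhibition, scaled nicardipine 100% to DMSO 0%. Control set: nicardipine and DMSO wells.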
RGS4-Gao reg: modulates binding of RGS4 to human Galphao; binding response (% of control), % at 10 µM; 220,000 tested, 0.33% active; P09471; Multiplexed bead flow cytometry; actives lie on both sides; in the data active = binding response below about 49% or above about 150%; inactive = in between;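 note: fluorescent Galphao activated with aluminum fluoride binding bead-coupled RGS4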
Target sequence (P09471 whole entry, looked up): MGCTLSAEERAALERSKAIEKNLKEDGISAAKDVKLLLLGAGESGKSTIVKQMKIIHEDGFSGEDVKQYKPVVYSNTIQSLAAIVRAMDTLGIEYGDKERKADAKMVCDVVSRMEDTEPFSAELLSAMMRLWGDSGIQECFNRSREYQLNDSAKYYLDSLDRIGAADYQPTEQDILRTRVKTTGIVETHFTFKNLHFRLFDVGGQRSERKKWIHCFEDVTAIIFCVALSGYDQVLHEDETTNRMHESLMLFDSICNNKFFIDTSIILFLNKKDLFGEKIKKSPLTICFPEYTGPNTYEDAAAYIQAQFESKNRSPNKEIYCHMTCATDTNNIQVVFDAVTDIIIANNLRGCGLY
Mcl-1 Bim block: human Bim-Mcl-1 interaction inhibition; Q07820; Bead-based flow cytometry, Bim peptide-Mcl-1 binding; inhibition, % at 10 µM; 190,000 tested, 0.1% active; AID 1009; in the data active = inhibition above about 40%;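 note: 0% = no compound tracer wells and 100% = peptide blocker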
Target sequence (Q07820 whole entry, looked up): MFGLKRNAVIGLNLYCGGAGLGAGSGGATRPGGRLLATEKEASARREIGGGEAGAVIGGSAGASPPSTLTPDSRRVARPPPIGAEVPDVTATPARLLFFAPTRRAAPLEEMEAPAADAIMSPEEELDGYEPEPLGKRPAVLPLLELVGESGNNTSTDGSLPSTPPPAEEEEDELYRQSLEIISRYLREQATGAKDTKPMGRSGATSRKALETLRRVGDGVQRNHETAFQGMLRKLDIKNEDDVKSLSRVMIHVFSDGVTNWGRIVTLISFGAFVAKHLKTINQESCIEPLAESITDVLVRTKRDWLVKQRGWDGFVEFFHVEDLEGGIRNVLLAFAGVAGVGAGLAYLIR
Pf gamet viab: inhibitors of late stage P. falciparum gametocyte viability | 150,000 tested, 0.065% active | AID 743093 | inhibition, % at 10.9 µM | P. falciparum stage V gametocytes, ATP luminescence, 24 h;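 active = inhibition above the mean plus 3 SD of compounds within the control limits, set per campaign, cut at about 38% in these data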;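 note: 0% = DMSO wells and 100% = medium only without gametocytes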
GSH bead fluor: GSH bead compound fluorescence profile; GSH beads flow cytometry, compound fluorescence 488/530 nm; stronger effect = higher value; AID 1776; 190,000 tested, 0.25% active; fluorescence (KMESF) at 10 µM; in the data active = fluorescence above about 89;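 note: glutathione beads carrying GST-tagged Bcl family fusion proteins plus one bare bead set; values are compound well signal with DMSO vehicle wells as background; inactives centre near 16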
RGS8-Gao reg: regulators of human RGS8-Galphao interaction; response (percent of control binding), % at 10 µM; AID 1423; P09471; multiplexed bead flow cytometry, RGS8-Galphao binding; actives lie on both sides; 220,000 tested, 0.34% active; in the data active = response below about 60% or above about 140%; inactive = in between;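 note: Galphao activated as the GDP aluminium fluoride complex binding bead-coupled RGS8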
Mcl1-Noxa inh: Mcl-1/Noxa interaction inhibition; Q07820; TR-FRET Mcl-1/Noxa peptide binding, 2 h; inhibition, % at 21.7 µM; 220,000 tested, 1.5% active; AID 1022;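 active = compounds that cut the protein-peptide binding signal by more than 50% relative to plate controls in a single-dose test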;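 note: His-tagged Mcl-1 with rhodamine Noxa BH3 peptide and terbium anti-His antibody; 0% = Mcl-1 plus Noxa peptide wells and 100% = peptide-only wells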
RGS7-Gao: regulators of human RGS7-Galphao interaction; P09471; binding response (% of control), % at 10 µM; Multiplexed bead flow cytometry, RGS7-Galphao binding; actives lie on both sides; 220,000 tested, 0.35% active; in the data active = binding response below about 49% or above about 150%; inconclusive = no clear call, values can overlap the other calls; inactive = in between;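 note: fluorescent Galphao held in activated GDP-AlF4 state binding bead-coupled RGS7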
Mcl1-Bid inh: disrupts binding of human Mcl-1 to Bid peptide; Q07820; TR-FRET Mcl-1/Bid-Dy647 peptide binding, 1536-well; inhibition, % at 21.7 µM; 220,000 tested, 0.97% active; AID 1021;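 active = compounds that cut the binding signal by more than half at the single screening dose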;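 note: His-tagged Mcl-1 with europium anti-His antibody binding Bid BH3 peptide; 0% = Mcl-1 plus peptide wells and 100% = peptide-only wells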
An asterisk follows results filed as active.

For CCC1CCC2(CC1)NC(=O)N(CC(=O)c1c(C)[nH]c3ccccc13)C2=O (stereo not given) the results were Avidin fluor 6, ABCB1 block -0.3, ABCG2 inh -3, RGS4-Gao reg 100, Mcl-1 Bim block -2, Pf gamet viab -13, GSH bead fluor 15, RGS8-Gao reg 97, Mcl1-Noxa inh 7, RGS7-Gao 91 and Mcl1-Bid inh 8.
`CCOC(=O)N1CCN(C(c2ccc(Cl)cc2)c2sc3nc(C)nn3c2O)CC1` (stereo not given) gave Avidin fluor 6, RGS4-Gao reg 91, RGS8-Gao reg 97, Mcl1-Noxa inh -12, RGS7-Gao inconclusive and Mcl1-Bid inh -82.
`CN1/C(=C\C(=O)COC(=O)C2COc3ccccc3O2)C(C)(C)c2ccccc21` (stereo not given) gave Avidin fluor 2, ABCB1 block -0.2, ABCG2 inh 1, RGS4-Gao reg 99, Mcl-1 Bim block 0, GSH bead fluor 74, RGS8-Gao reg 96, Mcl1-Noxa inh 4, RGS7-Gao 100 and Mcl1-Bid inh -15.
O=C(CCCCn1c(=O)[nH]c2ccsc2c1=O)NCc1ccc2c(c1)OCO2 was read as Avidin fluor 6, ABCB1 block 0.4, ABCG2 inh 4, RGS4-Gao reg 102, Mcl-1 Bim block -2, GSH bead fluor 27, RGS8-Gao reg 102, Mcl1-Noxa inh 16, RGS7-Gao 96 and Mcl1-Bid inh -17.
CC(=O)Nc1c(OC(C)=O)ccc2c(C)cc(=O)oc12 was read as Avidin fluor 12, ABCB1 block -0.5, ABCG2 inh -1, RGS4-Gao reg 95, Mcl-1 Bim block 0, GSH bead fluor 31, RGS8-Gao reg 100 and RGS7-Gao 96.
`CCOc1ccccc1-n1c(=S)sc2c(=O)n(-c3ccccc3)c(=S)[nH]c21` gave Avidin fluor 10, ABCB1 block 0.5, ABCG2 inh -2, RGS4-Gao reg 103, Mcl-1 Bim block 1, GSH bead fluor 25, RGS8-Gao reg 102, Mcl1-Noxa inh 8, RGS7-Gao 103 and Mcl1-Bid inh -40.
For CCS(=O)(=O)N1N=C(c2cccs2)CC1c1cc2cc(C)ccc2nc1Cl (stereo not given) the results were Avidin fluor 6, RGS4-Gao reg 100, Pf gamet viab -9, RGS8-Gao reg 96, Mcl1-Noxa inh -51, RGS7-Gao inconclusive and Mcl1-Bid inh -7.
`CC1(C)N=C(N)N=C(N)N1c1cccc(CN)c1` gave Avidin fluor 9, RGS4-Gao reg 107, Pf gamet viab 14, RGS8-Gao reg 104, Mcl1-Noxa inh 14, RGS7-Gao inconclusive and Mcl1-Bid inh -26.
Cn1c(SCC(=O)c2ccccc2)nnc1-c1ccncc1 was read as Avidin fluor 15, ABCB1 block -0.1, ABCG2 inh 6, RGS4-Gao reg 100, Mcl-1 Bim block -2, Pf gamet viab -1, GSH bead fluor 15, RGS8-Gao reg 97, Mcl1-Noxa inh 14, RGS7-Gao inconclusive and Mcl1-Bid inh -9.
O=C1CC(N2CCN(c3ccccc3F)CC2)C(=O)N1c1ccc2c(c1)OCCO2 (stereo not given) was read as Avidin fluor 12, ABCB1 block 0.8, ABCG2 inh 2, RGS4-Gao reg 105, Mcl-1 Bim block -3, GSH bead fluor 39, RGS8-Gao reg 103, Mcl1-Noxa inh 14, RGS7-Gao 102 and Mcl1-Bid inh -7.
For CC/C=C/C(=O)N1CC2(CC(c3cccc(NC(=O)c4ccccc4)c3)=NO2)C[C@@H]1C(N)=O (stereo not given in full) the results were Avidin fluor 11, ABCB1 block -0.1, ABCG2 inh 1, RGS4-Gao reg 96, Mcl-1 Bim block 2, Pf gamet viab 19, GSH bead fluor 8, RGS8-Gao reg 100, Mcl1-Noxa inh 7, RGS7-Gao 103 and Mcl1-Bid inh -61.
`CC(C)N(C(=O)CSc1nnc(-c2cc3ccccc3cc2O)n1Cc1ccco1)C(C)C` gave Avidin fluor 4, ABCB1 block -0.3, ABCG2 inh -1, RGS4-Gao reg 81, Mcl-1 Bim block 11, Pf gamet viab 7, GSH bead fluor 6, RGS8-Gao reg 89, Mcl1-Noxa inh 15, RGS7-Gao 80 and Mcl1-Bid inh -12.
For Cc1oc(-c2ccccc2F)nc1CS(=O)CC(=O)NCc1cccs1 (stereo not given) the results were Avidin fluor 26, ABCB1 block -0.1, ABCG2 inh 0, RGS4-Gao reg 105, Mcl-1 Bim block -6, GSH bead fluor 16, RGS8-Gao reg 108, Mcl1-Noxa inh -5, RGS7-Gao 104 and Mcl1-Bid inh -1.
For COCCSc1nnc(NS(=O)(=O)c2ccc(F)cc2)s1 the results were Avidin fluor 16, ABCB1 block 1.2, ABCG2 inh 3, RGS4-Gao reg 101, Mcl-1 Bim block -1, Pf gamet viab -14, GSH bead fluor 13, RGS8-Gao reg 104, Mcl1-Noxa inh 24, RGS7-Gao 98 and Mcl1-Bid inh 11.
Cc1nc(SCC(=O)NC(=O)NC(C)(C)C)nc(C)c1C was read as Avidin fluor 12, RGS4-Gao reg 93, Pf gamet viab -10, RGS8-Gao reg 96, Mcl1-Noxa inh -21, RGS7-Gao inconclusive and Mcl1-Bid inh -17.
`CC(C)C(c1nnnn1Cc1cccs1)N1CCN(C(=O)c2ccco2)CC1` (stereo not given) gave Avidin fluor 10, ABCB1 block 1.7, ABCG2 inh 3, RGS4-Gao reg 104, Mcl-1 Bim block -1, Pf gamet viab -5, GSH bead fluor 18, RGS8-Gao reg 104, Mcl1-Noxa inh 20, RGS7-Gao 100 and Mcl1-Bid inh -16.
Cc1cccc(OCc2nnc(SCC(=O)c3ccccc3)o2)c1 was read as Avidin fluor 64*, ABCB1 block 0.0, ABCG2 inh 0, RGS4-Gao reg 105, Mcl-1 Bim block -1, GSH bead fluor 14, RGS8-Gao reg 98, Mcl1-Noxa inh 17, RGS7-Gao 130 and Mcl1-Bid inh 4.
For NC(=O)C1(NC(=O)[C@@H]2CC3(CC(c4cccc(NC(=O)[C@@H]5CCC(=O)N5)c4)=NO3)CN2C(=O)Cc2ccc(C(F)(F)F)cc2)CC1 (stereo not given in full) the results were Avidin fluor 9, ABCB1 block -0.1, ABCG2 inh 0, RGS4-Gao reg 101, Mcl-1 Bim block 0, Pf gamet viab -28, GSH bead fluor 20, RGS8-Gao reg 103, Mcl1-Noxa inh 35, RGS7-Gao 97 and Mcl1-Bid inh 6.
`O=C(CN1C(=O)CC(c2ccccc2)Sc2ccccc21)NCC1CCCO1` (stereo not given) gave Avidin fluor 11, ABCB1 block 0.7, ABCG2 inh 1, RGS4-Gao reg 98, Mcl-1 Bim block -8, Pf gamet viab -6, GSH bead fluor 8, RGS8-Gao reg 101, Mcl1-Noxa inh 4, RGS7-Gao 97 and Mcl1-Bid inh 0.
`Cc1ccc(NC(=O)OCc2cn(-c3ccc(Cl)cc3)nn2)cc1` gave Avidin fluor 8, ABCB1 block 0.5, ABCG2 inh 4, RGS4-Gao reg 99, Mcl-1 Bim block 3, Pf gamet viab 14, GSH bead fluor 26, RGS8-Gao reg 101, Mcl1-Noxa inh -15, RGS7-Gao 100 and Mcl1-Bid inh -4.
For CCN(CC)C(=O)CSc1ncnc2c(-c3ccc(OC)cc3)nsc12 the results were Avidin fluor 11, ABCB1 block 0.6, ABCG2 inh 2, RGS4-Gao reg 100, Mcl-1 Bim block 0, GSH bead fluor 12, RGS8-Gao reg 101, Mcl1-Noxa inh 3, RGS7-Gao 103 and Mcl1-Bid inh -13.
Screening Brc1ccc(Nc2nc(-c3cccnc3)cs2)cc1 returned Avidin fluor 12, ABCB1 block -0.2, ABCG2 inh 13, RGS4-Gao reg 98, Mcl-1 Bim block -4, Pf gamet viab -3, GSH bead fluor 13, RGS8-Gao reg 101, Mcl1-Noxa inh 30, RGS7-Gao inconclusive and Mcl1-Bid inh 1.
`CN(C)CC(C)(C)CNC(=O)C1CCN(Cc2ccccc2O)CC1` gave Avidin fluor 5, ABCB1 block -2.1, ABCG2 inh -1, RGS4-Gao reg 99, Mcl-1 Bim block 0, GSH bead fluor 35, RGS8-Gao reg 97, Mcl1-Noxa inh 20, RGS7-Gao 103 and Mcl1-Bid inh 58*.
For Cc1ccc(C(=O)O)cc1NC(=S)NC(=O)Cc1ccccc1 the results were Avidin fluor 7, ABCB1 block 1.1, ABCG2 inh 4, RGS4-Gao reg 103, Mcl-1 Bim block -4, GSH bead fluor 27, RGS8-Gao reg 100, Mcl1-Noxa inh 20, RGS7-Gao 98 and Mcl1-Bid inh -42.
For O=C(NCC(c1cccnc1)N1CCN(c2ccccc2F)CC1)OCc1ccccc1 (stereo not given) the results were Avidin fluor 4, ABCB1 block 1.9, ABCG2 inh 5, RGS4-Gao reg 104, Mcl-1 Bim block -2, GSH bead fluor 48, RGS8-Gao reg 101, Mcl1-Noxa inh -6, RGS7-Gao 101 and Mcl1-Bid inh -4.
Cn1c(=O)c(=O)n(C)c2cc(S(=O)(=O)N3CCN(C4CCCCC4)CC3)ccc21 was read as Avidin fluor 7, ABCB1 block -0.2, ABCG2 inh -1, RGS4-Gao reg 102, Mcl-1 Bim block 0, GSH bead fluor 20, RGS8-Gao reg 102, Mcl1-Noxa inh 9, RGS7-Gao 99 and Mcl1-Bid inh -2.
Screening COc1ccc(NC(=O)c2ccccc2NC(=O)CSc2ccc(Cl)cc2)cc1 returned Avidin fluor 8, ABCB1 block 0.1, ABCG2 inh 1, RGS4-Gao reg 107, Mcl-1 Bim block 1, GSH bead fluor 40, RGS8-Gao reg 101, Mcl1-Noxa inh -1, RGS7-Gao 105 and Mcl1-Bid inh -33.
For Cc1c(N(C(=O)c2ccccn2)C2(C(=O)NC3CCCC3)CCCCC2)c(=O)n(-c2ccccc2)n1C the results were Avidin fluor 4, ABCB1 block -0.1, ABCG2 inh -1, RGS4-Gao reg 106, Mcl-1 Bim block 1, Pf gamet viab -38, GSH bead fluor 9, RGS8-Gao reg 106, Mcl1-Noxa inh 1, RGS7-Gao 110 and Mcl1-Bid inh -14.
Screening CC(C)(C)NC(=O)C(c1ccncc1)N(Cc1cccs1)C(=O)Cn1nnc(-c2ccc(F)cc2)n1 (stereo not given) returned Avidin fluor 5, ABCB1 block 1.2, ABCG2 inh 5, RGS4-Gao reg 98, Mcl-1 Bim block 4, GSH bead fluor 28, RGS8-Gao reg 103, Mcl1-Noxa inh 14, RGS7-Gao 99 and Mcl1-Bid inh -16.
Screening Cc1cccc(C)c1NC1=C(Cl)C(=O)OC1OC(=O)c1ccccc1 (stereo not given) returned Avidin fluor 27, ABCB1 block 0.1, ABCG2 inh 1, RGS4-Gao reg 99, Mcl-1 Bim block 1, Pf gamet viab 18, GSH bead fluor 21, RGS8-Gao reg 101, Mcl1-Noxa inh 4, RGS7-Gao 98 and Mcl1-Bid inh 4.
O=C(O)c1cc(N2C(=O)C3C4C=CC(C4)C3C2=O)ccc1NCc1cccnc1 (stereo not given) was read as Avidin fluor 15, ABCB1 block 0.7, ABCG2 inh 4, RGS4-Gao reg 104, Mcl-1 Bim block 1, Pf gamet viab 2, GSH bead fluor 11, RGS8-Gao reg 104, Mcl1-Noxa inh 38, RGS7-Gao 103 and Mcl1-Bid inh 15.
